High-throughput results (PubChem BioAssay)
esBAF inh = inhibitors of esBAF chromatin remodeling in mouse ES cells | Bmi1-luciferase knock-in reporter, 24 h; 100% = twice the neutral-well signal | reporter increase, % at 12.5 µM | 350,000 tested, 2% active | AID 602393; in the data active = activation above about 40%; inconclusive = no clear call, values can overlap the other calls;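 also: 0% = median of the plate's neutral control wells and 100% = double that signal; a rise in the Bmi1 reporter signal indicates esBAF inhibition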
Xi reactivation = activators of X-chromosome reactivation in mouse fibroblasts. XiGFP mouse fibroblasts, % GFP-positive cells imaging, 3 d; cells co-treated with 5-aza-dC sensitizer; scaled so ellipticine positive control = 100%. activation, % at 7.58 µM. 360,000 tested, 0.055% active. AID 743238;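 active = mean normalized replicate activation at least 10% and every replicate at or above 10%; inconclusive = only one of the two criteria met; inactive = mean below 10% and not all replicates reach 10%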;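 also: 0% = median of on-plate neutral control wells and 100% = ellipticine 6 µM median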
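Assay system – SV40-immortalized XiGFP fibroblast cells, line 68-5-11 · Buffer or medium – DMEM supplemented with 5-aza-dC as sensitizing agent · Dosing – one concentration, pinned · Benchmarks – positive control ellipticine, 6 µM final · Times – 3 days compound exposure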
EWS-Fli block = blocks EWS/Fli oncoprotein-driven transcription. A673 NR0B1-luciferase reporter, viability-normalised. inhibition, % at 12.6 µM. 350,000 tested, 0.67% active;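 active = mean inhibition of at least 50% after viability correction, with every replicate also passing that limit; inconclusive = mean reaches 50% but only one of two replicates passes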;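 also: firefly luciferase signal divided by Alamar Blue viability fluorescence both relative to DMSO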
RAD54 branch = blocks human RAD54 Holliday junction branch migration; FAM/BHQ fluorescence; inhibition, % at 10.4 µM; 360,000 tested, 0.14% active;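 active = mean normalized replicate activity at least 40 and at least half of replicates scoring 40 or more; inconclusive = only one of the two criteria met; inactive = mean below 40 and under half of replicates reaching 40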;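 also: 0% = median of neutral control wells and 100% = median of positive control wells; inhibitors cause a drop in the FAM fluorescence signal; in these data hits start at about 50%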
FN deposition inh = fibronectin deposition inhibition | AH1F fibroblasts, Alexa488-fibronectin deposition fluorescence, overnight | inhibition, % at 12.6 µM | 350,000 tested, 0.086% active;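 active = mean inhibition across replicates of 30% or more, regardless of how many single replicates reach that level; inconclusive = mean under 30% yet at least half of replicates reach 30%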;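 also: positive control wells lacked labelled fibronectin entirely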
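Assay system: AH1F fibroblasts / Quantity: 10000 cells per well / Medium: DMEM plus 2% serum, read in PBS / Reagent: labelled fibronectin 24 nM / Dosing: single dose, pinned / Times: 1 h cell attachment, overnight exposure to compound and label / Signal: fluorescence, ex 485 nm, em 525 nm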
E-sel inducer = E-selectin induction on HUVECs. P16581. HUVEC E-selectin immunofluorescence imaging; normalized: neutral wells 0, TNF-alpha wells 100. activation, % at 7.58 µM. 260,000 tested, 0.37% active;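 active = mean E-selectin-positive cell signal at least 10% of the positive control, reached in at least 60% of replicates, without over 20% cell loss; inconclusive = no rule given, readout overlaps actives, possibly toxicity-flagged; inactive = the rest, including those meeting only one limit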;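 also: in these data hits start at about 27%; measured in HUVEC primary endothelial cells; signal is the percent of cells scored E-selectin positive by PE staining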
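Test system – human umbilical vein endothelial cells (HUVEC), E-selectin induction · Input – 3,000 HUVEC seeded per well · Buffer or medium – EGM-2, gelatin · Compound dosing – single-point compound dose · Detection – immunofluorescence imaging · Measure – percent E-selectin-positive cells · Controls – TNF-alpha high, DMSO low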
RAD52 inh = blocks human RAD52 DNA annealing. P43351. recombinant RAD52 DNA annealing, FRET fluorescence. inhibition, % at 18.7 µM. 360,000 tested, 0.46% active. AID 651710;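 active = every replicate showing at least 50% inhibition; inconclusive = mean inhibition at least 50% but not in every replicate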
Target sequence (P43351 whole entry, looked up): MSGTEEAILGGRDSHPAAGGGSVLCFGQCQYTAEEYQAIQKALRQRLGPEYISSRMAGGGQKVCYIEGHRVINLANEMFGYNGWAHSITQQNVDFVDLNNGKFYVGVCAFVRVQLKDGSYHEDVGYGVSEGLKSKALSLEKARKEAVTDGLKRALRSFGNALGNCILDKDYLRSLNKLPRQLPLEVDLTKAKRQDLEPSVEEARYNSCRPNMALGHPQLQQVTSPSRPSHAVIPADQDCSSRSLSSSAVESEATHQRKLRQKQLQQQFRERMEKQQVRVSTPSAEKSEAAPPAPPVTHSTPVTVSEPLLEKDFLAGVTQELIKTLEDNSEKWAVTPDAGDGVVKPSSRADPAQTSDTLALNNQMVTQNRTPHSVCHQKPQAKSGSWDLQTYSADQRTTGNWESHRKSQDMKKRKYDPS
S100A4 inh HTS = S100A4-myosin IIA interaction inhibition; inhibition, % at 10.7 µM; 360,000 tested, 0.14% active; P26447; AID 652163; S100A4/TAMRA-MyoIIA peptide fluorescence polarization;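 active = mean inhibition of at least 70% across replicates, with every replicate also reaching that level; inconclusive = mean inhibition reaches 70% but some replicates fall short; inactive = mean inhibition below 70%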
Target sequence (P26447 whole entry, looked up): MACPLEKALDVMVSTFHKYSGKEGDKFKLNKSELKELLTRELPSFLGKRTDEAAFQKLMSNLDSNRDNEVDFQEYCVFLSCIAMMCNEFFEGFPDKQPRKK
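System – human S100A4 monomer protein, biochemical binding assay · Buffer or medium – Calcium-containing HEPES buffer, pH 7.2 · Timing – 5 min between mix addition and reading · Also added – TAMRA-labelled myosin IIA heavy-chain peptide probe, 5 nM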
An asterisk follows results filed as active; ? = inconclusive; . = not tested or not shown; & = joins results of further samples. Compounds as they come; about 3% have a hit in one of these screens.

SMILES	esBAF inh	Xi reactivation	EWS-Fli block	RAD54 branch	FN deposition inh	E-sel inducer	RAD52 inh	S100A4 inh HTS
COc1ccc([C@H]2N[C@]3(CCCN(CC4CCCCC4)C3=O)[C@H]3C(=O)N(C)C(=O)[C@@H]23)cc1	2	0.1	6	-5	-25	0.0	-10	-1
COc1ccc(N2CC(C(=O)Nc3c(C(N)=O)oc4ccccc34)CC2=O)cc1 (stereo not given)	3	1.2	-2	-12	-5	0.6	-12	1
CCCN(C)C[C@@H]1OCCCC[C@@H](C)Oc2ccc(NS(=O)(=O)c3ccc(OC)cc3)cc2C(=O)N([C@H](C)CO)C[C@@H]1C	-5&1&-3	-0.9&0.0	-4&11	4&-10	-9	0.0&3.7	7&-13	4&-7
C[C@@H](NC(=O)c1nc[nH]c1C(=O)NCCCCCNC(=O)OC(C)(C)C)c1ccccc1	1	0.0	15	6	9	-0.1	-38	2
O=C(N[C@@H](Cc1cccnc1)C(=O)N1CCC[C@H]1C(=O)NCCc1ccccc1Cl)c1ccco1	.	0.4	10	.	-5	-0.2	-23	32
Cn1cc(CN(Cc2ccccc2)C[C@@H]2CCC(=O)N2)c(-c2ccccc2F)n1	.	0.0	9	.	-2	-2.8	-13	2
CC[C@]12c3[nH]c4ccccc4c3CCN1C(=O)C(CC(=O)NCCc1ccccn1)C[C@@H]2C(=O)N1CCN(C(=O)C2CC2)CC1 (stereo not given in full)	-4	-0.1	-12	-2	3	0.0	-10	4
COc1ccccc1C(O)(C(=O)N(NC(C)=O)c1ccccc1)c1ccccc1OC	0	0.0	1	-6	6	0.0	-8	-4
CC1=C(C(=O)N2CCOCC2)CC(CC(=O)NC2CC2)C(=O)N1CCC1=CCCCC1 (stereo not given)	-4	0.0	2	-4	-2	4.0	-23	-2
CC(=O)Nc1ccc(NC(=O)C2(C)Cc3c(-c4ccc(NC(C)=O)cc4)ccnc3O2)cc1 (stereo not given)	-1	-0.1	-11	15	5	0.2	-5	0
C/C(=N\NC(=O)c1cccc(S(=O)(=O)N2CCCCC2)c1)c1ccc(C)o1	.	0.1	-25	.	1	0.1	-5	3
O=C(O)c1ccc(S(=O)(=O)c2ccc3c(c2)C(=O)N(c2ccc(Br)cc2)C3=O)cc1	14	0.2	0	0	3	0.4	-29	1
OC[C@@H]1[C@@H](c2ccc(C#CC3CCCC3)cc2)[C@@H]2CN(CCC(F)(F)F)CCCCN12	2	0.2	43	7	.	-0.8	22	-30
C[C@H](CO)N1C[C@H](C)[C@H](CN(C)S(=O)(=O)c2cn(C)cn2)OCc2cn(nn2)CCCC1=O	-2	-0.1	3	-5	-5	0.0	2	0
COc1cc(CCC(=O)Nc2nccs2)cc(OC)c1OC	0	0.0	4	6	2	0.7	-8	2

Some of the entries so far, field by field.
SMILES: C/C(=N\NC(=O)c1cccc(S(=O)(=O)N2CCCCC2)c1)c1ccc(C)o1
  esBAF inh: .; Xi reactivation: 0.1; EWS-Fli block: -25; RAD54 branch: .; FN deposition inh: 1; E-sel inducer: 0.1; RAD52 inh: -5; S100A4 inh HTS: 3

SMILES: O=C(O)c1ccc(S(=O)(=O)c2ccc3c(c2)C(=O)N(c2ccc(Br)cc2)C3=O)cc1
  esBAF inh: 14; Xi reactivation: 0.2; EWS-Fli block: 0; RAD54 branch: 0; FN deposition inh: 3; E-sel inducer: 0.4; RAD52 inh: -29; S100A4 inh HTS: 1

Remaining list, next part.
SMILES	esBAF inh	Xi reactivation	EWS-Fli block	RAD54 branch	FN deposition inh	E-sel inducer	RAD52 inh	S100A4 inh HTS
C[C@H]1CN([C@@H](C)CO)C(=O)c2cccc(NC(=O)Nc3cccc4ccccc34)c2O[C@@H]1CN(C)C(=O)NC1CCCCC1	4	-0.2	8	-17	.	0.1	-9	3
O=C(O)CSc1nnc2c(n1)[nH]c1ccccc12	.	-0.1	2	.	-1	-0.4	-8	5
O=C(CNC(=O)c1ccccc1F)NCCc1ccc(Cl)cc1	3	0.3	6	-36	-4	0.1	12	15
COc1ccccc1-c1cc(C(=O)NN)[nH]n1	.	0.1	-18	-11	-5	23	-1	4
N#Cc1ccc(S(=O)(=O)N2CCN(Cc3cccs3)CC2)cc1	-2	0.4	-9	-12	15	.	-16	13
COc1ccc(-c2cnc3c(c2)C(=O)N([C@H](C)CO)C[C@H](C)[C@@H](CN(C)C(=O)C2CCC2)O3)cc1	-4	-0.4	2	-3	.	-0.1	3	4
CON1C(=O)C(=O)N(OC)C2CCCCCC21 (stereo not given)	.	1.2	6	.	-4	0.9	-14	5
COc1ccccc1C(=O)Nc1nnc(S(=O)(=O)N2CCCCCC2)s1	0	?	-17	-3	5	-0.1	-11	1
CO[C@@H](CN(C)Cc1cc(F)ccc1F)[C@@H](C)CN([C@@H](C)CO)S(=O)(=O)c1ccc(Cl)cc1	-3	0.2	0	0	-6	-0.1	0	-3
CC(=O)Nc1nc(-c2ccc3ccccc3c2)cs1	31	0.0	-55	5	3	0.0	-1	-1
C=CCNC(=S)N1CCN(Cc2ccc3c(c2)OCO3)CC1	7	0.1	7	-1	7	0.9	1	1
C[C@H]1CN([C@@H](C)CO)C(=O)c2c(c3ccccc3n2C)-c2ccccc2CO[C@@H]1CN(C)S(=O)(=O)c1ccccc1F	4	-0.4	7	14	1	-0.3	13	-3
C[C@H](CO)N1C[C@H](C)[C@H](CN(C)C(=O)Cc2ccccc2)OCCCC[C@H](C)Oc2ccc(NC(=O)NC3CCCCC3)cc2C1=O	1	-0.7	0	18	.	-0.2	.	.
COc1ccccc1NC1CCCCC1NS(=O)(=O)c1ccccc1 (stereo not given)	0	-0.1	.	1	-10	.	-12	-4
COc1ccccc1NC(=O)c1ccc(NC(=O)Cc2n[nH]c(=O)c3ccccc23)cc1	3	0.0	-23	-4	-13	8.8	-14	-8
COc1ccc2c3c([nH]c2c1)[C@@H](CO)N(CC1CC1)CC31CN(C(=O)c2ccc(F)cc2)C1	.	0.2	-6	.	-5	0.2	-15	47
O=C(O)c1ccc2c(c1)C(=O)N(c1ccc(OCc3ccccc3)cc1)C2=O	-3	-0.2	2	-4	5	.	-2	0
O=C(NCCc1ccccc1)[C@H]1[C@H](CO)[C@H]2Cn3c(cccc3=O)[C@@H]1N2C(=O)C1CCCC1	5	0.0	4	-2	.	0.1	-6	1
O=C(COc1ccc(/C=N/NC(=O)c2ccncc2)cc1)Nc1ccccc1	1	0.2	.	1	0	.	-2	1
CCn1c(=O)ccc2cc([N+](=O)[O-])ccc21	-5	0.0	9	-2	4	0.4	-1	6
O=C(CC(F)(F)F)N1C[C@H]2[C@@H](c3ccccc31)[C@@H](CO)N2C(=O)Cc1ccccc1	0	0.0	1	-8	.	-0.4	-7	-8
CC(C)CN(C(=O)COC(=O)Cc1c[nH]c2ccccc12)c1c(N)n(Cc2ccccc2)c(=O)[nH]c1=O	-3	0.0	2	-1	9	0.0	0	1
COc1ccccc1CNc1cc(C)ccn1	-1	-0.1	1	0	5	0.0	-7	38
C[C@@H]1CN([C@H](C)CO)C(=O)c2cccc(NC(=O)Nc3ccc(F)cc3)c2O[C@H]1CN(C)C(=O)NC1CCCCC1	-1	-0.1	0	4	.	66*	5	-4
C[C@@H]1CN([C@H](C)CO)C(=O)c2cccc(NC(=O)C3CC3)c2O[C@H]1CN(C)Cc1ccc2c(c1)OCO2	-4	0.1	-11	9	.	-0.6	10	2
COC(=O)c1c(-c2ccc(OC)cc2)c2c(c3c4ccccc4n(S(=O)(=O)c4ccc(C)cc4)c13)C(=O)N(C)C2	.	0.3	7	.	3	-0.1	-27	1
CC(C)(C)c1ccc(OCc2ccc(C(=O)N3CCOCC3)o2)cc1	34	0.0	-56	-5	0	-1.7	-3	-2
Brc1ccc(OCc2nnc3n2CCC3)cc1	.	0.2	0	.	8	0.0	-4	-1
O=C(C=CC=Cc1ccccc1)c1ccc([N+](=O)[O-])cc1	-1	0.1	-1	1	-6	.	-10	-4
COCC(=O)N(C)C[C@H]1Oc2cc(-c3ccc(F)cc3)ccc2S(=O)(=O)N([C@@H](C)CO)C[C@H]1C	3	-0.2	-10	-16	-2	125*	0	-4
O=C(NC1CCCCC1)[C@H]1[C@H](CO)[C@H]2Cn3c(ccc(-c4ccccc4)c3=O)[C@@H]1N2	.	0.0	0	.	4	-0.1	-11	-2
O=C(Nc1ccc(F)cc1)C(=O)c1cn(CC(=O)N2CCOCC2)c2ccccc12	41*	0.0	-23	-1	4	.	-6	2
CCS(=O)(=O)N1CCC(C(=O)Oc2ccccc2Br)CC1	-5	0.0	7	-6	3	0.1	4	-1
CC(C)C(NS(=O)(=O)c1ccc2c(c1)C(C)(C)C(=O)N2C)C(=O)NCc1ccc(F)cc1 (stereo not given)	-2	0.1	3	0	-9	0.0	-14	-1
O=C(CCC(=O)c1cccs1)OCC(=O)c1ccccc1	.	0.2	11	.	1	-0.2	-14	-2
Cc1ccc(-c2onc3ccc(C(=O)O)cc23)cc1	50*	-0.1	23	0	7	0.3	-37	-5
Cc1ccccc1NC(=O)c1[nH]cnc1C(=O)NN	-5	0.0	7	-6	2	0.2	5	3
CCCc1cc(NC(=O)CCl)n(-c2ccccc2)n1	-2	0.0	3	5	5	5.1	-17	-7
COC(=O)[C@@]1(C(C)C)N=C(c2cc(OC)c(OC)c(OC)c2)[C@]2(O1)C(=O)N(C)c1ccccc12	.	0.0	1	.	3	-0.2	-6	-4
COc1ccc(CN2C(=O)c3cccnc3C2=O)cc1S(=O)(=O)NCc1ccc(C)cc1	-7	0.4	-9	-2	-26	.	-18	1
O=C1c2cc(Br)ccc2OC2C=CC=CC12 (stereo not given)	25	0.3	-47	2	-5	0.0	-9	4
CC1=C(C(=O)Nc2cccc(F)c2)C(c2ccsc2)C2=C(CC(C)(C)CC2=O)N1 (stereo not given)	.	0.3	54*	.	.	.	-6	2
Cc1ccc(NC(=O)N2CCCC(c3ccccc3)C2)cc1 (stereo not given)	14	0.2	-35	3	4	0.1	-8	0
CCC(=O)N(C)C[C@H]1[C@@H](c2ccc(C3=CCCCC3)cc2)[C@@H](CO)N1C(C)=O	.	0.0	-1	.	.	-0.3	0	1
COc1cc(C(=O)Nc2ccc(C)c(S(=O)(=O)N(C)C)c2)ccc1OCC(=O)N1CCOCC1	20	0.0	-29	3	8	-0.1	-3	-14
CC(C)C#Cc1ccc2c(c1)O[C@@H](CN(C)C(=O)c1ccccc1)[C@@H](C)CN([C@H](C)CO)S2(=O)=O	7	-0.5	3	3	.	0.1	-2	-10
C[C@@H]1CN([C@@H](C)CO)C(=O)c2cccc(NC(=O)Nc3ccccc3)c2O[C@H]1CN(C)C(=O)Nc1ccc(F)cc1	-1	-0.4	5	-4	.	0.8	8	-2
C[C@@H]1CCCCO[C@@H](CN(C)Cc2ccncc2)[C@H](C)CN([C@@H](C)CO)C(=O)c2cc(NS(=O)(=O)c3cn(C)cn3)ccc2O1	3	0.0	2	-5	.	-0.1	4	-6
